TCR act – T cell receptor activation; primary human leukocytes, anti-CD3, IL-2 HTRF, 48 h; Potency, µM (doses to about 9.22 µM), for inactives: at the top dose activation of IL-2 secretion, usual class: activators; 330,000 tested, under 10 active; note: % of control where 0% means no effect
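48 hr co-incubation of compounds, a-CD3 beads and primary human leukocytes; IL-2 quantified homogeneously by HTRF with anti-IL-2 K and d2 conjugates.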
Tb PFK inh – T. brucei PFK enzyme inhibition; O15648; T. brucei PFK, ADP-Glo luminescence; Potency, µM (highest dose often 57.5 µM), inactives show at the highest dose activity, negative = inhibition, hits mostly inhibitors; hit rate 0.17% among 330,000; AID 485367;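 note: potency is the fitted concentration of half-maximal effect; 0% = uninhibited 1x PFK enzyme wells and -100% = no-enzyme wells; nearly all actives have a fitted effect of over 60% in size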
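In TEA buffer at pH 8.0 with 5 mM MgCl2, enzyme (1.25 nM) converted F6P (0.5 mM) and ATP (0.1 mM) for 45 min at room temperature. ADP product was read by luciferase luminescence.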
CXXC DNA block – inhibitors of human MLL CXXC domain-DNA interaction. Q03164. MLL-CXXC / FITC-HOXA9 DNA fluorescence polarization. Potency, µM (highest dose often 115 µM), for inactives: top-dose activity change, negative = inhibition, usual class: inhibitors. hit rate 0.037% among 290,000. AID 2662; active = well fitted inhibition curve with a large enough effect in the polarisation, with a control signal flat, not every such curve was filed as active; inconclusive = small, poorly fitted or top-dose-only effect, or effect the other way, or a change in a side signal; inactive = no such curve, though single readings can be large or run the other way; the % refers to the polarisation; note: potency is the fitted concentration of half-maximal effect
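Steps: dispense CXXC domain solution (7 uM) → pin compounds or unlabeled HOX-A9 DNA control → 5 min ambient → add FLSN-HOX-A9 solution (50 nM) → spin → 30 min ambient → fluorescence polarization. Tris pH 7.5/NaCl/DTT/BSA buffer.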
Giardia killer – kills Giardia lamblia; Giardia lamblia trophozoite viability; activity change, % at 7.66 µM, hits read low; hit rate 0.15% among 340,000; in the data active = activity change below about -80%; inconclusive = between about -30% and that limit;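 note: parasites exposed to compound for two days anaerobically before the ATP read; % is set by controls: 0 for no effect and ±100 for the full control effect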
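Compounds were tested on trophozoites seeded at 100 cells/well and held 48 hrs at 37 deg C anaerobically. An ATP-based luminescent kit measured the remaining live cells.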
FBPA coupling cs – counter-screen for Giardia aldolase inhibitors: coupling enzyme system. coupling enzyme system counterscreen, AmpLite Red fluorescence. activity change, negative = inhibition, % at 58.2 µM, hits read low. hit rate 0.67% among 290,000. AID 2472; in the data active = activity change below about -30%; note: % is set by controls: 0 for no effect and ±100 for the full control effect
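Coupling enzymes only (glyceraldehyde-3-phosphate) + compound, at 57.5 uM final, 10 min RT; add substrate/coupling/AmpLite Red mix, 20 min RT; fluorescence ex 525/em 598 nm. Actives flag coupling-system interference.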
BCR signal inh – blocks chronic active B-cell receptor signaling. ABC-DLBCL IkBa-CBG/CBR reporter, luminescence ratio, 4 h. Potency, µM (top dose mostly 46.1 µM), for the others: at the highest dose ratio change, negative = lower green/red ratio, actives largely listed as inhibitors. hit rate 0.05% among 340,000; active = well fitted inhibition curve with a large enough effect in the signal ratio, with a control signal flat, not every such curve was filed as active; inconclusive = small, poorly fitted or top-dose-only effect, or effect the other way, or a change in a side signal; the % refers to the signal ratio;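 note: potency is the fitted concentration of half-maximal effect; plate controls were basal doxycycline-induced cells for no effect and cells given 10 µM MG132 for full effect; MG132 reads +100%, hits lower the ratio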
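TMD8 ABC-DLBCL cells carrying doxycycline-inducible green luciferase fused to IkappaBalpha plus unfused red luciferase were exposed to compounds (up to 46 uM) for 4 hrs at 37C. Activity came from the overlap-corrected green/red luminescence ratio.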
KCNH2 WT inh – KCNH2 (human, wildtype) channel inhibition. hit rate 0.37% among 340,000. U2OS, BacMam KCNH2, thallium flux FluxOr; stronger effect = lower value. activity change, % at 1.84 µM. AID 720551. Q12809;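 active = maximum activity change below -70%; inconclusive = maximum activity change between -70% and -50%; inactive = maximum activity change above -50%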; note: % is set by controls: 0 for no effect and ±100 for the full control effect
Target sequence (Q12809 whole entry, looked up): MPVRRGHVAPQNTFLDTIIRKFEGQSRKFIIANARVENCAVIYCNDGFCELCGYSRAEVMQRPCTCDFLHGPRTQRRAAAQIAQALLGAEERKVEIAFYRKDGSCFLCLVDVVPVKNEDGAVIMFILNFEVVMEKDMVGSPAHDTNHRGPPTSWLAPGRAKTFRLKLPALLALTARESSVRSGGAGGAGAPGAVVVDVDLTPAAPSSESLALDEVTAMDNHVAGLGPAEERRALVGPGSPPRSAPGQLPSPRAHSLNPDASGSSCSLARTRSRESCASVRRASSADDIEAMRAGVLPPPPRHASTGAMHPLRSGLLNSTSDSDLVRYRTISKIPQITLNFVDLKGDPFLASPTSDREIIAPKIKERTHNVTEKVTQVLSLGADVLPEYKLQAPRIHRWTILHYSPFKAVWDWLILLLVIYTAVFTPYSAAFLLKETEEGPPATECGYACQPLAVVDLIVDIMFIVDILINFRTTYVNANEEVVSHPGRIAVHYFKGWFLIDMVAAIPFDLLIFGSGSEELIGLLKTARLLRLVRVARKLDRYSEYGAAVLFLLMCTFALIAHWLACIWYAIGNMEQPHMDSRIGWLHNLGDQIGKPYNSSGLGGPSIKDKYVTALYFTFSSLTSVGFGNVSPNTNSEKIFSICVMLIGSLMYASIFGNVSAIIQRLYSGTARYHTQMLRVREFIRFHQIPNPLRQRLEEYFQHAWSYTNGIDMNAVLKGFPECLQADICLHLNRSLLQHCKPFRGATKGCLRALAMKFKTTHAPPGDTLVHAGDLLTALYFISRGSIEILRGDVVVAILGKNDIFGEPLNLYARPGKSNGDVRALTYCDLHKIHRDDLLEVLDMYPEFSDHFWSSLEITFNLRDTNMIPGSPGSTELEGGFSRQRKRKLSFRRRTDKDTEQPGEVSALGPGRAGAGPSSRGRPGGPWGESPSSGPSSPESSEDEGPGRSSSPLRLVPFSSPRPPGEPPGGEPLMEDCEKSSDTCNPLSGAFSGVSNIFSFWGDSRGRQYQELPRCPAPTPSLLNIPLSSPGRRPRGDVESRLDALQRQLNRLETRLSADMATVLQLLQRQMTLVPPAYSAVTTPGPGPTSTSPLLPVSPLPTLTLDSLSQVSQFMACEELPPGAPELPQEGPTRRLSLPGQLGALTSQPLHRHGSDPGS
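U2OS cells were transduced with wild-type KCNH2 virus (2.03 x 10^8 / mL) for 4 h at room temperature, then cultured overnight at 37 C. Thallium flux was read with FluxOr dye. Rate constants were normalized to DMSO controls.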
AT treatment – potential ataxia-telangiectasia treatments restoring KAP-1 phosphorylation; […] A-T fibroblasts, KAP-1 phosphorylation AlphaLISA; neocarzinostatin DNA damage 30 min before lysis; Potency, µM (top dose mostly 57.5 µM), for the others: at the top dose activation, hits mostly activators; hit rate 0.19% among 320,000; note: potency is the fitted concentration of half-maximal effect; % of control where 0% means no effect; nearly all actives have a fitted effect of over 45% in size
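hTERT-immortalized A-T patient fibroblasts ([…]), 500 cells/well in OPTI-MEM, 1% FBS, got compounds for 60 min, then NCS for 30 min at 37C. Lysates were then assayed for phospho-KAP-1 by AlphaLISA (anti-pKAP1 donor, anti-KAP1 acceptor beads), 6 hr at 25C.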
GALK inhibitor – blocks human galactokinase activity; P51570; Purified GALK, Kinase-Glo residual ATP luminescence; Potency, µM (series often up to 57.5 µM), for the others: at the highest dose activity change, negative = inhibition, hits mostly inhibitors; hit rate 0.007% among 270,000; AID 1868; note: potency is the fitted concentration of half-maximal effect; % is set by controls: 0 for no effect and ±100 for the full control effect
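Kinase-Glo Plus luminescence measured ATP left after a 1 h room-temperature reaction. The reaction used 5 nM GALK, 100 uM galactose and 35 uM ATP at pH 8.0 (20 mM HEPES, 5 mM MgCl2, 60 mM NaCl, 1 mM DTT, 0.01% BSA).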
TSHR antagonist – antagonists of human thyroid stimulating hormone receptor. hit rate 0.2% among 330,000. TSHR-expressing cells, TSH-stimulated cAMP HTRF, 2 h; stronger effect = lower value. P16473. activity change, negative = inhibition, % at 11.5 µM;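 active = activity change below a set negative limit, meaning inhibition stronger than a set level, cut at about -70% in these data; inconclusive = activity change between two set negative limits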; note: % is set by controls: 0 for no effect and ±100 for the full control effect
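TSHR-expressing cells, 200/well, pre-treated with compound, then stimulated with EC80 TSH (4nM final) for 2 hours at 37 deg C. cAMP measured by competitive HTRF: anti-cAMP cryptate antibody in lysis buffer plus cAMP-d2, read after 30 minutes at room temperature.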
* marks the source's active call; other numbers are inactive results; i = inactive; ? = inconclusive; . = no result given; [ ] = dose if it differs, or a comment. Unless noted, calls come from the whole dose curve; as a rule, active = well fitted curve in the direction sought with a large enough effect; inconclusive = small, poorly fitted or top-dose-only effect, or another doubt; inactive = no such curve, though single readings can be large; an effect the other way counts as inactive or inconclusive.

SMILES	TCR act	Tb PFK inh	CXXC DNA block	Giardia killer	FBPA coupling cs	BCR signal inh	KCNH2 WT inh	AT treatment	GALK inhibitor	TSHR antagonist
COc1cc(NC(=O)C2C3C=CC(C3)C2C(=O)O)c(OC)cc1Cl (stereo not drawn)	3%	-9%	1%	-6	-3	8%	0	-1%	-2%	-1
Nc1cccnc1Sc1cc(Cl)c(Cl)cc1Cl	-1%	1%	-1%	-1	-4	?	-4	3%	0%	-14
C/C(=N\NC(=O)c1ccccc1-n1cccc1)C1CC1	-1%[46.1 µM]	-4%	13%	1	-1	-4%	-4	2%	1%	6
O=C1CC(N2CCN(c3ccccn3)CC2)C(=O)N1c1ccc(F)cc1 (stereo not drawn)	-2%	0%	9%	-1	5	0%	-6	-1%	0%	13
COc1ccc(C(C(=O)NCC2CCCO2)N(C(=O)CNC(=O)c2ccco2)c2ccccc2)cc1OC (stereo not drawn)	-6%	-5%	-2%	-2	0	?	-33	-1%	7%	7
N#Cc1c2ccc(OCC(N)=O)cc2n2ccccc12	0%	0%	2%	-5	-37*	11%	-11	22%	4%	-20
COCCN1C(=O)N(c2cccc(OC)c2)C(=O)C1CC(=O)Nc1cccc(F)c1 (stereo not drawn)	2%	1%	-7%	5	7	4%	-9	-16%	1%	2
CCCOC(=S)Nc1ccccc1	0%	-3%	-19%	-21	4	-2%	16	.	1%	3
COc1cccc(OC)c1C(=O)Nc1ccc(Br)c(C(=O)c2ccccc2)c1	4%	-2%	5%	0	0	14%	-3	8%	0%	-19
O=C(NN=C1CCCC1)c1cc(-c2ccc(F)cc2)nc2ccccc12	6%	2%	-1%	16	1	-19%	0	-2%	4%	2
CC1=C([N+](=O)[O-])C(c2ccc(Cl)cc2)NC(=O)N1 (stereo not drawn)	-4%	1%	0%	-6	2	8%	-1	-1%	-4%	-9
Cc1ccc(CNCc2ccco2)cc1	.	-1%	-4%	7	2	3%	4	?	-2%	9
CC1CCN(C(=O)COC(=O)c2cc3ccccc3cc2O)CC1	.	-2%	-2%	-8	0	?	-48	-18%	2%	-23
FC(F)(Cl)c1nnc2ccc(Cl)nn12	-1%	-4%	14%	-3	1	?	0	-4%	-1%	-12
COc1ccc(NC(=O)C(NS(=O)(=O)c2cccs2)C(C)C)cc1Cl (stereo not drawn)	-4%	0%	2%	17	-2	-8%	-1	-4%	-1%	-4
Cn1c(=O)oc2cc(S(=O)(=O)Nc3ccc4c(c3)OCCO4)ccc21	-3%	.	38%[activator]	5	4	.	0	.	-3%	.
COc1ccc(/C=N/NC(=O)Cn2c(Cc3ccc(OC)c(OC)c3)nc3ccccc32)cc1	-2%[46.1 µM]	4%	11%	7	1	-2%	-4	-2%	0%	-3
CCNC(=S)N(CCO)Cc1cc2cc3c(cc2[nH]c1=O)OCO3	0%	-7%	8%	26	-1	-1%	-2	-8%	-4%	5
CCN(CC)CCN1C(=O)C(=O)/C(=C(/O)c2cnn(-c3ccccc3)c2C)C1c1cccnc1 (stereo not drawn)	4%	-6%	3%	-14	0	14%	8	2%	1%	-2
Cc1ccc2occ(CN3CCN(Cc4ccccc4)CC3)c(=O)c2c1	.	4%	-5%	.	-2	1%	.	-9%	2%	32
CCCCN(C(=O)c1c(CC)noc1C)c1c(N)n(CCCC)c(=O)[nH]c1=O	3%	-3%	.	31[activator]	.	-4%	-9	9%	.	2
COc1cccc(NC(=O)C2CCCN(S(=O)(=O)c3cccc4nsnc34)C2)c1 (stereo not drawn)	2%	-6%	-23%	27	-5	?	-7	.	2%	-10
COc1ccc(NC(=O)N2CCCC(C(=O)NC(C)C)C2)cc1 (stereo not drawn)	-1%[46.1 µM]	-1%	0%	-12	1	-6%	-2	-2%	-3%	12
Cc1ccc(NC(=O)c2csc(-c3ccccc3)c2C)cc1	4%	14%	1%	?	-3	?	-5	3%	-3%	2
COc1ccc(-c2nn(-c3ccccc3)cc2/C=C/C(=O)O)cc1[N+](=O)[O-]	0%	?	15%	?	-18	?	-25	?	-8%	-2

Next compounds:
SMILES	TCR act	Tb PFK inh	CXXC DNA block	Giardia killer	FBPA coupling cs	BCR signal inh	KCNH2 WT inh	AT treatment	GALK inhibitor	TSHR antagonist
NC(=O)C1CCN(CC(=O)Nc2ccccc2N2CCOCC2)CC1	2%	1%	19%	-14	-1	0%	0	5%	-4%	-3
COC(=O)c1sc(S(=O)(=O)N2CCN(c3ccccc3)CC2)c(C(=O)OC)c1C	-1%	3%	1%	14	2	0%	-2	3%	-2%	-18
Nc1cc[n+](CC(=O)c2ccc3c(c2)OCCO3)cc1	-2%[46.1 µM]	-7%	-1%	5	-1	3%	-1	.	1%	-5
CCOc1ccc(NC(=O)CSc2nc3cccnc3n2CCOC)cc1	-3%	-1%	3%	22	2	-7%	7	1%	0%	11
CCOC(=O)N1CCN(C(=O)c2cn(CC)c3ccc(S(=O)(=O)N4CCCC4)cc3c2=O)CC1	-2%	.	7%	-8	3	.	-1	.	3%	.
CCOc1cc(N2CCCC2)ccc1[N+](=O)[O-]	-4%[46.1 µM]	-6%	2%	-1	1	2%	-4	-1%	2%	-3
COc1ccccc1-c1nnc2n1N=C(C(C)(C)C)CS2	1%	2%	-5%	12	2	?	-1	13%	-1%	-7
COc1ccccc1/C=C/C(=O)OCC(=O)Nc1ccc2c(c1)OCO2	-1%	-7%	.	-2	.	?	-3	3%	.	-14
CNS(=O)(=O)c1c(C)cc(C)c(N(C)S(=O)(=O)c2ccccc2)c1C	.	-4%	-11%	0	0	1%	8	3%	5%	18
COCCSc1nnc(NC(=O)C2CC(=O)N(CCc3ccc(F)cc3)C2)s1 (stereo not drawn)	-1%	0%	5%	15	-1	6%	-2	-1%	-2%	-9
COc1ccc(C(C)NC(=O)Cc2cccs2)cc1 (stereo not drawn)	.	-2%	1%	-15	0	0%	-3	2%	0%	7
OC(CNCc1cccc(Cl)c1)c1ccccc1 (stereo not drawn)	5%	-6%	-8%	-16	1	-2%	-14	4%	0%	0
CCN(CC(=O)Nc1ccc(OC)cc1)C(=O)c1oc2c(Cl)cccc2c1C	0%	13%	.	-7	.	-12%	-2	-5%	.	-3
CNC(=O)CN(c1cc(OCCOC)c(Cl)cc1Cl)S(=O)(=O)c1ccc(OC)cc1	-6%	0%	2%	-16	1	-13%	i	-2%	1%	0
O=C(O)c1cc(-c2cccs2)[nH]n1	5%	0%	-8%	-6	-1	7%	-11	6%	-2%	-6
O=C(c1ccc(F)cc1)N1CCN(S(=O)(=O)c2ccc(Br)cc2)CC1	10%	-17%	-3%	7	.	0%	-11	9%	-1%	3
FC(F)(F)c1nnc2c(Sc3ccc(Cl)cc3)nc3ccccc3n12	12%	-1%	-8%	-6	1	1%	-6	12%	-1%	9
NC(=O)c1ccccc1NC(=S)NC(=O)CCc1ccccc1	-4%[46.1 µM]	1%	-10%	-5	1	?	-3	5%	2%	0
O=C(CCc1ccc(O)c(O)c1)NNC(=S)Nc1ccc(Br)cc1Cl	2%	2%	-1%	-1	-4	-17%	-1	-7%	0%	-11
CCC(C(=O)OCC(=O)Nc1cccc(S(=O)(=O)NC2=NCCCCC2)c1)c1ccccc1 (stereo not drawn)	.	0%	2%	.	-2	?	.	10%	3%	-9
c1ccc2c(NC3CCCC3)nnc(NC3CCCC3)c2c1	11%	-1%	14%	-2	0	10%	7	6%	4%	-4
O=C(O)CN1CCN(Cc2ccc(F)cc2)C1=O	2%	-3%	26%	-24	3	?	-9	0%	-1%	24
CCC1=[N+](CC(=O)c2ccc(Br)cc2)CCn2c(C)ccc21	0%	6%	6%	-2	-2	16%	-2	31%	1%	6
COc1ccc(N2C(=O)C3C4C=CC(C4)C3C2=O)c(OC)c1 (stereo not drawn)	3%	-7%[0.46 µM]	-6%	7	0	-15%	0	5%	1%	4
CCOc1ccc(N(CC(=O)N/N=C/c2ccc(OC(C)C)cc2)S(C)(=O)=O)cc1	-6%[46.1 µM]	-1%	7%	-10	-3	-1%	14	-10%	.	-1

Next section.
SMILES	TCR act	Tb PFK inh	CXXC DNA block	Giardia killer	FBPA coupling cs	BCR signal inh	KCNH2 WT inh	AT treatment	GALK inhibitor	TSHR antagonist
O=C(c1cccc(S(=O)(=O)N2CCCC2)c1)N1CCN(c2ncccn2)CC1	10%[46.1 µM]	-2%	?	-2	2	-6%	7	-3%	-2%	8
CSCCC(NS(=O)(=O)c1ccccc1F)C(=O)NCc1cccnc1 (stereo not drawn)	2%	0%	.	15	.	5%	0	.	.	0
O=C(CSc1nnc(-c2cccnc2)s1)Nc1ccccc1	-3%	2%	10%	-1	-11	-1%	5	0%	16%	-1
CCn1c(COc2ccc(=O)n(-c3ccccc3)n2)nnc1SC	1%	0%	-2%	-8	2	-2%	1	3%	-1%	4
COc1ccc(CN(C)C(=O)CC(c2ccccc2)c2ccccc2)cc1	-6%	4%	21%	11	0	?	1	3%	7%	-9
COc1cc(/C=C/C(=O)OCC(=O)Nc2cc(C)on2)ccc1OCC#N	-10%	0%	.	10	.	0%	-1	-5%	.	9

Source: PubChem
